Bioassay records from PubChem.
FBW7 act: FBW7 E3 ligase activators, primary screen, biochemical, AlphaScreen, human. F-box/WD repeat-containing protein 7 (Homo sapiens), Q969H0. AlphaScreen FBW7–phospho-cyclin E peptide binding, activator screen. normalized activity (activation), % at 26.1 µM. actives 0.13% (n = 650,000). AID 1259310, 2017; in the data active = normalized activity above about 1.9%;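 note: purified mutant Fbw7 with reduced substrate affinity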
GPR151 activ: activators of human GPR151, primary screen, cell-based, PathHunter beta-arrestin, luminescence. G-protein coupled receptor 151 (Homo sapiens), Q8TDV0. PathHunter beta-arrestin GPR151 cells. activation, % at 11.2 µM. actives 1% (n = 650,000); in the data active = activation above about 4.9%;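 note: 0% = median of compound wells and 100% = cells with positive control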
Target sequence (Q8TDV0 whole entry, looked up): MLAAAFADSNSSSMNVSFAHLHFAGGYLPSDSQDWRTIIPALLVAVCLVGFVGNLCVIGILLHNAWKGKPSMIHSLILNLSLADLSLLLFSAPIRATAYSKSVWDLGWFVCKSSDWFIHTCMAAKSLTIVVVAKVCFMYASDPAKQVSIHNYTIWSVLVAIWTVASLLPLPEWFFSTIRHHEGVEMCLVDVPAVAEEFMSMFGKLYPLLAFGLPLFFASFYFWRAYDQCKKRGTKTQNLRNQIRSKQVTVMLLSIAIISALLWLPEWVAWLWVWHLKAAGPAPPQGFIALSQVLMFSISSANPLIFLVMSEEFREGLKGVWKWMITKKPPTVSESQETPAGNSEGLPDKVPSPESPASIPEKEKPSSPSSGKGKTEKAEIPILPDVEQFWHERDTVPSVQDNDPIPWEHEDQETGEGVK
MITF inh: MITF inhibitors, primary screen, biochemical, AlphaScreen, human; Microphthalmia-associated transcription factor (Homo sapiens), O75030; AlphaScreen MITF homodimerization, bead proximity signal; inhibition, % at 2.6 µM; actives 0.91% (n = 650,000); in the data active = inhibition above about 50%;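 note: 0% = vehicle wells with protein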
Target sequence (O75030 whole entry, looked up): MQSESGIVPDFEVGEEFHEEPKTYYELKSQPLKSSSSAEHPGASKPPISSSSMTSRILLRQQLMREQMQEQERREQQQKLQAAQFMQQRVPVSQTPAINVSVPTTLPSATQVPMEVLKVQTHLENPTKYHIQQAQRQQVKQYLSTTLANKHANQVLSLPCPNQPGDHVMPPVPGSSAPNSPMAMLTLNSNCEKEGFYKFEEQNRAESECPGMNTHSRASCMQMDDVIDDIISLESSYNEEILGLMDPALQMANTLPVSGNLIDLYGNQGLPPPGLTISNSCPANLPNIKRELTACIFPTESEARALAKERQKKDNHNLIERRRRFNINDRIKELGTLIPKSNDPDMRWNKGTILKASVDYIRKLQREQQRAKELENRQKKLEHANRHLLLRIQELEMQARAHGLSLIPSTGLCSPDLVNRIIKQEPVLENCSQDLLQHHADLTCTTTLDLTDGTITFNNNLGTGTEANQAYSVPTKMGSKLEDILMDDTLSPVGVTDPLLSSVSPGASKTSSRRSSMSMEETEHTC
TEAD-YAP inh: TEAD-YAP interaction inhibition, primary screen, TEAD-YAP interaction inhibitor project, luminescence, HEK-TIYL cells; TEAD-Gal4/YAP UAS-luciferase luminescence; AID 1259422, 2018; inhibition, % at 9.12 µM; actives 1.4% (n = 640,000); in the data active = inhibition above about 32%;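 note: 0% = median of test compound wells and 100% = reference inhibitor wells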
* marks the source's active call; other numbers are inactive results; & = joins results of further samples.

SMILES | FBW7 act | GPR151 activ | MITF inh | TEAD-YAP inh
CC12CCC(C(=O)Nc3ccccc3[N+](=O)[O-])(OC1=O)C2(C)C (stereo not given) | 0.1 | 0.0 | 3 | 3
COc1ccccc1C1(NC(=O)Cc2nc3nc(C)cc(=O)n3[nH]2)CCCC1 | -0.2 | 0.1 | -2 | 1
Cc1ccc(S(=O)(=O)N2CCN(C(=O)C(C)(C)C)CC2)cc1 | 0.3 | -0.8 | 10 | 3
O=C(NCCc1ccccc1)C1CCC(Cn2c(SCc3ccc(F)cc3)nc3ccccc3c2=O)CC1 (stereo not given) | 0.1 | -0.9 | 6 | -3
Cc1ccc(C(C)C)c(OCC(=O)Nc2ccc(C(=O)OC(C)C)cc2)c1 | 0.3 | -0.8 | 7 | 8
CCc1ccccc1NC(=O)C/C(C)=N\NC(=O)c1cccc(Br)c1 | 0.1 | -0.3 | 5 | -39
COc1ccc(CCNC(=O)CCCn2c(SCC(=O)Nc3ccc(C)c(Cl)c3)nc3ccccc3c2=O)cc1OC | 0.0 | 1.3 | -3 | -15
CC(=O)Oc1cccc(C(=O)Nc2ccccc2C(=O)O)c1 | -0.1 | -5.6 | -4 | 10
O=C(NCc1ccc(C(=O)NC2CCCC2)cc1)c1cccc(Br)c1 | 0.1 | -0.5 | 5 | 1
CCCCN1C(=O)NC(=O)/C(=C\c2c(OC)cc(OC)cc2OC)C1=O | -0.1 | 0.9 | -5 | 2
COc1ccc(-c2ccc(-c3noc(-c4cccnc4)n3)c(OC)n2)cc1 | -0.1 | 4.4 | 4 | -7
COc1ccccc1N1CCN(/N=C/C(Cl)=C/c2ccccc2)CC1 | -0.3 | 0.0 | 3 | -18
COc1cc(C(=O)N(C)C2CCS(=O)(=O)C2)cc(OC)c1OC (stereo not given) | 0.0 | -1.1 | 10 | 3
Cc1c(C#N)c2ccccc2n1CC(=O)NCc1cccs1 | -0.2 | -0.3 | -2 | -12
O=C(NC1CCS(=O)(=O)C1)c1ccc(S(=O)(=O)N2CCCC2)cc1 (stereo not given) | 0.1 | 0.9 | 7 | 9
CC(C)C(=O)Nc1ccc(O)cc1C(=O)O | 0.9 | 0.3 | -1 | 2
O=C1N=C(N2CCCCC2)S/C1=C/c1ccccn1 | -0.2 | 0.4 | 0 | -21
COC(=O)CCc1csc(N)n1 | 0.5 | -0.4 | 9 | -5
CCOC(=O)C1=C(C)NC2=C(C(=O)C(C(=O)OCC)C(c3ccccc3OC)C2)C1c1ccc(O)c(OC)c1 (stereo not given) | 0.1 | -0.5 | 14 | 3
COc1cccc(NC(=O)CSc2nc(=O)n(CCCN3CCOCC3)c3c2CCCC3)c1 | 0.1 | -0.8 | 3 | -2
Cc1cccc(NC(=O)CSc2cccc[n+]2[O-])c1C | -0.1 | 1.0 | -11 | 16
O=[N+]([O-])c1ccc(NC(=S)NCc2cccs2)cc1 | 0.6 | 4.8 | 12 | 7
COC(=O)c1cnn(-c2ccc(C)cc2)c1-n1cccc1 | -0.1 | -2.1 | -3 | -4
O=C(CSc1n[nH]c(=O)n1C1CC1)Nc1cc(C(F)(F)F)ccc1Cl | -0.1 | -0.7 | -11 | 3
COc1ccc(OC)c(/C=C/C(=O)Nc2cc(Cl)ccc2C)c1 | -0.1 | 0.4 | 2 | 4
O=C(O)CNC(=O)C(Cc1ccccc1)NC(=O)OCc1ccccc1 (stereo not given) | 0.4 | -0.3 | 13 | -2
CC(=O)NC1=NC(=O)/C(=C2/C(=O)N(C(C)=O)c3ccccc32)S1 | -0.2 | 0.2 | 15 | 2
COC(=O)C1C(=O)NC(SCC(=O)Nc2nccs2)=C(C#N)C1c1ccc(Cl)cc1 (stereo not given) | -0.1 | 0.1 | 19 | 9
Cc1cnc(N2CCN(Cc3ccc4c(c3)OCO4)CC2)nc1NCCCN1CCCC1=O | -0.1 | -2.0 | -6 | 11
CN(CC(=O)NC1CCCCCC1)S(=O)(=O)c1cccc2cccnc12 | -0.1 | 0.6 | -1 | 2
O=c1[nH]c2ccc(NS(=O)(=O)/C=C/c3ccccc3)cc2[nH]1 | -0.1 | 1.1 | 10 | 9
COc1ccc(C(=O)Nc2ccc(Cl)cn2)cc1Cl | 0.0 | -1.1 | -14 | -62
Cc1cc2c(c(=O)[nH]1)C(=O)O/C2=C\c1cc2c(cc1Br)OCO2 | 0.0 | 1.0 | 4 | 1
CCOC(=O)CN(C)C(=O)CC1C(=O)NCCN1Cc1cccc(Oc2ccccc2)c1 (stereo not given) | 0.1 | 1.6 | 7 | -5
Cc1ccc2c(nc3s/c(=C\c4ccc(-c5ccccc5F)o4)c(=O)n32)c1C | -0.1 | -0.2 | -2 | 13
CCCCc1nc2c(=O)n(C)c3ccccc3c2o1 | 0.1 | 4.5 | 20 | -3
Cc1cc(C)n2nc(SCC(=O)NCc3ccc(F)cc3)nc2n1 | 0.2 | 0.0 | -11 | 1
COc1ccccc1-c1nc(C(N)=O)c2[nH]c(=O)n(Cc3ccccc3)c2n1 | 0.1 | -0.3 | 13 | -13
Cc1nc2ccccc2n1CCc1nc2c3ccccc3nc(=S)n2[nH]1 | 0.1 | 0.5 | 4 | -3
Cc1nnc(SCC(=O)Nc2ncc(Br)cc2Br)[nH]c1=O | 0.1 | -2.1 | 23 | 15
CCOCCCNC(=O)Cn1nc2c3ccccc3nc(CC)n2c1=O | -0.1 | 0.5 | 2 | 14
CCCCc1nnc(NC(=O)Cc2cccc3ccccc23)s1 | 0.1 | 1.2 | 6 | -4
CCCCOC(=O)C1=C(C)NC2=C(C(=O)CCC2)C1c1cccc(F)c1 (stereo not given) | 0.2 | -0.6 | 0 | -1
CC(=O)c1cccc(NC(=O)CC2Oc3ccc(C)cc3NC2=O)c1 (stereo not given) | 0.5 | 0.3 | 3 | 19
Cc1cc(C)cc(Oc2coc3cc(O)ccc3c2=O)c1 | 0.9 | -0.4 | -9 | -10
CCOc1ccc(NC(=O)c2cc3ccccc3o2)cc1 | 0.1 | -0.5 | 21 | -62
Cc1cc(=O)nc2c3ccccc3n(CC(=O)NCc3ccccc3Cl)n12 | 0.8 | -0.5 | 6 | 5
COc1ccc(NC(C)=O)cc1NS(=O)(=O)c1ccccc1C(F)(F)F | -0.1 | 3.3 | -8 | 3
Oc1ccc(-c2cccnc2)cc1CNC1C2CC3CC(C2)CC1C3 (stereo not given) | 0.0 | 0.0 | 1 | 4
COc1ccc(C(=O)N/N=C(\C)CC(=O)Nc2ccc(Cl)c(Cl)c2)cc1 | -0.1 | 0.5 | 0 | -41

The listing continues:
SMILES | FBW7 act | GPR151 activ | MITF inh | TEAD-YAP inh
Cc1ccc(S(=O)(=O)Nc2cc(C)ccc2C)cc1 | -0.1 | -0.5 | 1 | 5
O=[N+]([O-])CCOc1cccc2ccccc12 | 0.0 | -1.3 | -2 | 9
CC(=O)Nc1cccc(Oc2ccc3c(c2)C(=O)N(c2ccc(OC(C)=O)cc2)C3=O)c1 | -0.1 | 0.0 | -7 | 24
CCOC(=O)C1=C(C)NC2=C(C(=O)CC(c3cccs3)C2)C1c1ccccc1F (stereo not given) | 0.1 | 1.2 | -1 | 21
O=C(CN1CCOCC1)NCCNc1c(Cl)c(Cl)c(Cl)c(Cl)c1Cl | 0.1 | -0.8 | 4 | 2
CC(=O)N/C(=C/c1cccc([N+](=O)[O-])c1)C(=O)O | 0.2 | 0.8 | 14 | 4
COc1ccc(C)cc1NC(=S)N1CCN(S(C)(=O)=O)CC1 | 0.0 | 2.0 | 2 | -3
CC(C)n1cnc2c(NCc3cccnc3)nc(NCCCN3CCCC3=O)nc21 | -0.1 | -0.4 | -2 | 0
COC(=O)c1ccc(C2C(C(=O)OC(C)C)=C(C)N=C3SCCC(=O)N32)cc1 (stereo not given) | -0.1 | 0.6 | 7 | 2
O=C(Nc1ccc([N+](=O)[O-])cc1)Nc1ccc(Br)cn1 | 0.1 | -1.5 | -1 | 0

Part of the list above, with two lines to a compound:
Each structure is followed by: FBW7 act, GPR151 activ, MITF inh, TEAD-YAP inh
Cc1cc(=O)nc2c3ccccc3n(CC(=O)NCc3ccccc3Cl)n12
→ 0.8, -0.5, 6, 5
COc1ccc(NC(C)=O)cc1NS(=O)(=O)c1ccccc1C(F)(F)F
→ -0.1, 3.3, -8, 3
Oc1ccc(-c2cccnc2)cc1CNC1C2CC3CC(C2)CC1C3 (stereo not given)
→ 0.0, 0.0, 1, 4
COc1ccc(C(=O)N/N=C(\C)CC(=O)Nc2ccc(Cl)c(Cl)c2)cc1
→ -0.1, 0.5, 0, -41
Cc1ccc(S(=O)(=O)Nc2cc(C)ccc2C)cc1
→ -0.1, -0.5, 1, 5
O=[N+]([O-])CCOc1cccc2ccccc12
→ 0.0, -1.3, -2, 9
CC(=O)Nc1cccc(Oc2ccc3c(c2)C(=O)N(c2ccc(OC(C)=O)cc2)C3=O)c1
→ -0.1, 0.0, -7, 24
CCOC(=O)C1=C(C)NC2=C(C(=O)CC(c3cccs3)C2)C1c1ccccc1F (stereo not given)
→ 0.1, 1.2, -1, 21
O=C(CN1CCOCC1)NCCNc1c(Cl)c(Cl)c(Cl)c(Cl)c1Cl
→ 0.1, -0.8, 4, 2
CC(=O)N/C(=C/c1cccc([N+](=O)[O-])c1)C(=O)O
→ 0.2, 0.8, 14, 4
COc1ccc(C)cc1NC(=S)N1CCN(S(C)(=O)=O)CC1
→ 0.0, 2.0, 2, -3

Other results.
SMILES | FBW7 act | GPR151 activ | MITF inh | TEAD-YAP inh
O=C(NCC1CCCO1)c1ccc(CS(=O)(=O)c2ccc(Cl)cc2)o1 (stereo not given) | -0.2 | -0.5 | -4 | -10
Cc1nc(NCc2cnn(C)c2)sc1-c1ccn(C)n1 | -0.1 | 0.8 | -13 | 1
CCC(=O)Nc1nc(C)c(C(=O)Nc2ccccc2Cl)s1 | -0.1 | 1.7 | 0 | -68
O=C(NCc1ccccc1Cl)c1ccc2c(=O)n(-c3ccc(F)cc3)c(=S)[nH]c2c1 | -0.1 | -0.2 | -7 | -6
CCN1C(=O)/C(=C/c2cc([N+](=O)[O-])ccc2O)SC1=S | -0.5 | 1.1 | 12 | -25
Cc1cc(C)cc(N2C(=O)CSC2c2ccccc2[N+](=O)[O-])c1 (stereo not given) | -0.2 | 0.0 | 3 | 2
CC(=O)/C(C)=N/NC(=O)Cc1cccs1 | 0.1 | -1.3 | -9 | -1
Cc1cc(=O)nc2c3ccccc3n(CC(=O)N3CCCCC3)n12 | 0.6 | -0.4 | 3 | 2
Cc1nn(-c2ccccc2)c(C)c1/C=N/NS(=O)(=O)c1ccc(Br)cc1 | 0.0 | -0.7 | 1 | -13
CCOC(=O)CSc1nc2ccsc2c(=O)n1C1CCCCC1 | -0.1 | 2.4 | -11 | 0
Cc1ccc(NC(=O)c2cccc(Cl)c2Cl)cc1-c1nc2ccccc2o1 | 0.2 | -1.1 | 1 | -12
Nc1cc(=O)[nH]c(SCC(=O)NC2CCCCC2)n1 | -0.1 | 1.0 | 15 | 9
CCN(CC)S(=O)(=O)c1nnc(NC(=O)C(C)C)s1 | 0.2 | -1.0 | 0 | 6
Nc1nccc(-c2ccc3nc(C4COc5ccc(C(=O)NCCc6cnc[nH]6)cc5C4)[nH]c3c2)n1 (stereo not given) | -0.1 | 0.5 | -2 | -10
COc1ccccc1C(=O)Nc1cccc(N2CCC(NCCc3cccnc3)CC2)c1 | -0.1 | 2.2 | 3 | 2
Nc1c(C(=O)Nc2ccc3c(c2)OCO3)sc2nc(-c3ccc4c(c3)OCO4)ccc12 | 0.7 | 1.2 | 14 | -25
CC(NC(N)=O)C(=O)OCc1ccc(Cl)cc1Cl (stereo not given) | 0.2 | 1.1 | 1 | -1
N#Cc1nc(COc2ccc(Cl)cc2)oc1NCc1cccnc1 | -0.3 | 0.2 | -6 | -11
N#Cc1nc2c(-c3nc4ccccc4s3)c(N)n(CCc3ccccc3)c2nc1C#N | 0.0 | 1.5 | -10 | -1
O=C(CSC1=Nc2ccccc2C2=NC(Cc3c[nH]c4ccccc34)C(=O)N12)c1ccc(O)c(O)c1 (stereo not given) | -0.4 | -0.7 | -3 | -4
O=C(C1CC1)N1CCC(n2cnc3ccccc32)CC1 | 0.0 | 0.6 | -16 | 2
Cc1cc2c(cc3c(=O)n(CC(=O)N4CCN(Cc5ccccc5)CC4)nc(C)n32)s1 | 0.8 | -0.8 | -4 | -1
CC(C)(O)C#Cc1ccc(C(=O)N2CCCC(CNS(=O)(=O)c3cccs3)C2)o1 (stereo not given) | 0.1 | -0.5 | -2 | 4
COC(=O)c1cccc2c1NC(=O)C2=O | 0.1 | -0.8 | 3 | 26
COc1ccccc1Nc1ncnc2sc(C)c(C)c12 | 0.0 | 0.1 | 5 | -4
NC(=O)c1ccc(N2CCN(c3ccccc3F)CC2)c([N+](=O)[O-])c1 | 0.1 | 2.4 | -2 | -8
O=C(NCCN1CCOCC1)c1cccc(-c2ccc(N3CCOCC3)nc2)c1 | 0.1 | -1.1 | 11 | -29
CC1(C)CN=C(N(C(=O)Nc2cccc(Cl)c2)c2ccc(OC(F)(F)F)cc2)S1 | -0.2 | 1.9 | -5 | -7
N[C@@H](Cc1cc(I)c(Oc2ccc(O)c(I)c2)c(I)c1)C(=O)O | 0.0&0.0 | -1.9&-2.5 | -7&5 | 4
CCCOc1cccc(C2C3=C(CCCC3=O)N(C)C3=C2C(=O)CCC3)c1 | -0.2 | 0.5 | 8 | 1
CC1=CC(=O)N(c2cc(C(=O)O)ccc2C)C1=O | 0.0 | 1.1 | 4 | 1
